# High-throughput results: PubChem, National Center for Advancing Translational Sciences (NCATS)
# NPC1 prom act = NPC1 promoter activation; Huh7 NPC1 promoter luciferase reporter, 24 h; Potency, µM (doses to about 9.22 µM), for inactives: at the highest dose activation, usual class: activators; actives 2.4% (n = 320,000); AID 485313;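 note: potency is the fitted concentration of half-maximal effect; % of control where 0% means no effect; nearly all actives have a fitted effect of over 60% in size; reporter is driven by a mutant NPC1 promoter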
#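 Compounds in DMSO were transferred onto Huh7 NPC1-luciferase reporter cells pre-incubated 2 h; after 24 h at 37 °C, Amplite reagent was dispensed and luminescence recorded 10 min later.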
# ELG1 genotoxic = inducers of genotoxicity in HEK293T ELG1-luciferase cells | Potency, µM (highest dose often 46 µM), for the others: top-dose activity change, positive = activation, usual class: activators | HEK293T ELG1-luciferase reporter, luminescence, 16 h | actives 1.3% (n = 330,000); note: potency is the fitted concentration of half-maximal effect; % of control where 0% means no effect; nearly all actives have a fitted effect of over 60% in size
#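 Genotoxic stress is detected as increased luminescence from luciferase-tagged ELG1 in HEK293T cells, measured with ONE-Glo after a 16 hr treatment at 37 °C.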
# Rab9 promoter act = activates the Rab9 promoter. actives 2.8% (n = 320,000). Potency, µM (highest dose often 9.22 µM), for inactives: at the top dose activation, negative = inhibition, usual class: activators. Huh7 Rab9 promoter-luciferase reporter, luminescence, 24 h. AID 485297; note: potency is the fitted concentration of half-maximal effect; % of control where 0% means no effect; nearly all actives have a fitted effect of over 60% in size
#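 Promoter activation is measured as luciferase luminescence in Huh7 cells stably transfected with a Rab9 promoter–luciferase construct, following 24 h compound exposure at 37 °C and 10 min reagent incubation at ambient temperature.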
# FBPA coupling cs = inhibits coupling enzyme system, counter-screen for aldolase hits | coupling enzyme system counterscreen, AmpLite Red fluorescence | activity change, negative = inhibition, % at 58.2 µM, hits read low | actives 0.67% (n = 290,000) | AID 2472; in the data active = activity change below about -30%; note: % is set by controls: 0 for no effect and ±100 for the full control effect
#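 Fluorescence at 525 nm excitation and 598 nm emission measured inhibition of the coupled detection system without aldolase. Compounds (at 57.5 uM final) were preincubated 10 min at room temperature with coupling enzyme reagent before a 20 min substrate/AmpLite Red step.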
# KCNH2 3.1 block = KCNH2 3.1 (human) potassium channel inhibition | U2OS KCNH2 3.1, thallium flux FluxOr; stronger effect = lower value | actives 0.95% (n = 340,000) | AID 720553 | activity change, % (tested at about 1.8 µM);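 active = maximum activity change below -70%; inconclusive = maximum activity change from -70% to -50%; inactive = maximum activity change above -50%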;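 note: thallium influx rate constant from kinetic fluorescence after stimulation buffer; % is set by controls: 0 for no effect and ±100 for the full control effect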
#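 Measured as rate of thallium-driven FluxOr signal in transduced U2OS cells carrying the 3.1 channel, read kinetically for 2 min upon stimulation; values are rate constants scaled to DMSO control wells.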
# FLuc modulator = inhibits or activates purified firefly luciferase, miR-21 counter-screen | actives 6.9% (n = 360,000) | purified FLuc, Km substrates, luminescence inhibition | P08659 | Potency, µM (titrated, usually from 57.5 µM), inactives show at the highest dose activity change, negative = inhibition, most hits filed as inhibitors | AID 588342;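 note: potency is the fitted concentration of half-maximal effect; plate controls were vehicle for no effect and reference inhibitor for full effect; nearly all actives have a fitted effect of over 55% in size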
# Target sequence (P08659 whole entry, looked up): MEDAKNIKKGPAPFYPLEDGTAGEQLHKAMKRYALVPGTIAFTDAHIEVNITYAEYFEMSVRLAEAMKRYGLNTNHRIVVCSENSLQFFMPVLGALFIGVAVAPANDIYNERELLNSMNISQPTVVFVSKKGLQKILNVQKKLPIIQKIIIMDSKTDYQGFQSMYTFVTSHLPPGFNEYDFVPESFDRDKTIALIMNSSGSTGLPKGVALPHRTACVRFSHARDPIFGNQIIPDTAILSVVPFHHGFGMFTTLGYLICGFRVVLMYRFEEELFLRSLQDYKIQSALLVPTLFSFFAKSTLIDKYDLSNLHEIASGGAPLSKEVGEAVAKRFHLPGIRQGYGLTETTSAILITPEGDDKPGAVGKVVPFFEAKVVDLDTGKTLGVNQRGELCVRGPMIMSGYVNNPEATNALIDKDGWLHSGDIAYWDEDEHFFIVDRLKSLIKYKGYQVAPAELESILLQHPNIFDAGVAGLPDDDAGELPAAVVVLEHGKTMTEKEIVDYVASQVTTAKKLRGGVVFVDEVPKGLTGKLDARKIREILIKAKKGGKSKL
#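 Biochemical qHTS of compounds, final roughly 60 µM downward over six points, against 10 nM purified firefly luciferase using Km concentrations of substrates (10 uM D-luciferin, 10 uM ATP) in Tris acetate pH 7.5 buffer; luminescence output.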
# VP16 counter = Gal4-VP16 reporter inhibition counter-screen. Drosophila S2 Gal4-VP16 UAS-luciferase, luminescence, 20 h. Potency, µM (series often up to 53.6 µM), for the others: at the top dose activity, negative = inhibition, hits mostly inhibitors. actives 3.5% (n = 310,000);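 note: Gal4-VP16 expression switched on by copper sulfate through the metallothionein promoter; potency is the fitted concentration of half-maximal effect; % is set by controls: 0 for no effect and ±100 for the full control effect; nearly all actives have a fitted effect of over 50% in size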
# uPA surface inh = inhibitors of cell surface uPA generation; cell surface uPA generation assay, qHTS; Potency, µM (series often up to 38.3 µM), for the others: top-dose activity change, negative = inhibition, most hits filed as inhibitors; actives 0.31% (n = 330,000); AID 540303; active = well fitted inhibition curve with a large enough effect; inconclusive = small, poorly fitted or top-dose-only effect; inactive = no such curve, though single readings can be large or run the other way; tested in mouse RAW 264.7 cells; note: potency is the fitted concentration of half-maximal effect; % is set by controls: 0 for no effect and ±100 for the full control effect; nearly all actives have a fitted effect of over 55% in size
# Tb PFK block = blocks T. brucei phosphofructokinase; O15648; T. brucei PFK, ADP-Glo luminescence; Potency, µM (series often up to 57.5 µM), for the others: at the top dose activity, negative = inhibition, actives largely listed as inhibitors; actives 0.17% (n = 330,000); AID 485367;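 note: potency is the fitted concentration of half-maximal effect; 0% = uninhibited 1x PFK enzyme wells and -100% = no-enzyme wells; nearly all actives have a fitted effect of over 60% in size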
# Target sequence (O15648 whole entry, looked up): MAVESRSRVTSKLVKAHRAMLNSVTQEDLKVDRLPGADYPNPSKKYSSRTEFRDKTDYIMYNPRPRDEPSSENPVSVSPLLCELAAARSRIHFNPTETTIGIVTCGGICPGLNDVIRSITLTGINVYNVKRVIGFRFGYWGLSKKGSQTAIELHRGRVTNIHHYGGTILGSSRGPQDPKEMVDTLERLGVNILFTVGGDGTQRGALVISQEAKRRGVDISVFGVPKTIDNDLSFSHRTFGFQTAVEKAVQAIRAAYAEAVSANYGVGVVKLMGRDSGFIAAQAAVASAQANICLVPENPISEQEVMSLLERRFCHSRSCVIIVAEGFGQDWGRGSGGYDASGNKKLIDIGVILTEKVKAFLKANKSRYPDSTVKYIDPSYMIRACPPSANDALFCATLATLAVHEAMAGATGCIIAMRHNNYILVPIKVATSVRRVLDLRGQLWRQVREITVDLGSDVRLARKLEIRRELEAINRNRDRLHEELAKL
#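 1.25 nM PFK with 0.5 mM F6P and 0.1 mM ATP in 0.1 M TEA pH 8.0, 5 mM MgCl2, incubated 45 min at room temperature; ADP measured by ADP-Glo luminescence; compounds titrated up to 57 uM.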
# Giardia killer = kills Giardia lamblia; Giardia lamblia trophozoite viability; activity change, % at 7.66 µM, hits read low; actives 0.15% (n = 340,000); in the data active = activity change below about -80%; inconclusive = between about -30% and that limit;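 note: parasites exposed to compound for two days anaerobically before the ATP read; % is set by controls: 0 for no effect and ±100 for the full control effect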
#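 Trophozoite viability was measured as ATP-dependent luminescence, read 15-30 min after reagent addition. Before that, parasites at 100 cells/well were exposed to compounds for 48 h, anaerobically, at 37 deg C.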
# RORgamma inh = blocks mouse ROR gamma transcriptional activity; P51450; Drosophila S2 Gal4-RORgamma UAS-luciferase reporter, 20 h; Potency, µM (titrated, usually from 53.6 µM), without a hit: at the top dose activity change, negative = inhibition, most hits filed as inhibitors; actives 5.4% (n = 310,000); note: potency is the fitted concentration of half-maximal effect; % is set by controls: 0 for no effect and ±100 for the full control effect; nearly all actives have a fitted effect of over 60% in size
#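 Read-out: Photinus luciferase luminescence; inhibitors lower reporter signal. Insect Schneider cells with Gal4-ROR gamma fusion under metallothionein promoter, UAS reporter; 700 uM final copper sulfate induction, 20 hr, ambient temperature.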
# Starred values were filed as active, the others as inactive; ? = inconclusive; nt = no result given; & = joins results of further samples; [ ] = remark or other dose. Unless noted, calls come from the whole dose curve; as a rule, active = well fitted curve in the direction sought with a large enough effect; inconclusive = small, poorly fitted or top-dose-only effect, or another doubt; inactive = no such curve, though single readings can be large; an effect the other way counts as inactive or inconclusive. Rows were taken by chance; 14% or so of the library scored in one or more.
SMILES,NPC1 prom act,ELG1 genotoxic,Rab9 promoter act,FBPA coupling cs,KCNH2 3.1 block,FLuc modulator,VP16 counter,uPA surface inh,Tb PFK block,Giardia killer,RORgamma inh
Cc1cc(C)cc(NC(=O)[C@H](NC(=O)[C@@H]2Cc3ccccc3CN2)c2ccccc2)c1,3%,1%,-1%,nt,-30,3%,-14%,0%,0%,-4,-18%
Cc1nc2ccccn2c1C(=O)NC1CCCC1,0%,0%,2%,-3,2,6%,4%,-1%,1%,-27,-7%
Oc1ccc(/C=C/c2ccc3ccccc3n2)cc1,?,0.26µM*,?,-6,-3,0.13µM*,11µM*,?,-12%,?,7.9µM*
CCc1ccc(NC(=O)CCNC(=O)Cn2cnc3ccccc3c2=O)cc1,0%,5%,-6%,0,-4,0%&2%,-9%,-14%,-1%,8,0%
COc1ccc(C2CC(=O)C3=C(C2)Nc2ccccc2N(C(=O)C2CC2)C3c2cccnc2)cc1OC (stereo unspecified),nt,nt,nt,0,-15,2%,-7%,16%,nt,24,0%
COc1ccc(/C=C/C(=O)Nc2ccccc2Cl)cc1S(=O)(=O)N1CCOCC1,2%,-4%,-1%,5,6,-11%,0%,2%,-2%,-3,?
O=C1C2CCCN2C(=O)N1CCCCN1CCN(c2cccc(C(F)(F)F)c2)CC1 (stereo unspecified),1%,-3%,1%,0,3,0%,2%,-9%,3%,-4,-13%
COc1ccccc1NC(=O)C(C)NS(=O)(=O)c1ccccc1 (stereo unspecified),-1%,1%,-5%,3,0,1%,-10%,-3%,0%,-2,2%
O=C1CCCCCN1CP(=O)(O)CN1CCOCC1,-4%,2%,-1%,3,nt,0%,-6%,nt,-5%,nt,-4%
CCC(C)c1ccc(NC(=O)COC(=O)c2nc3nccc(C)n3n2)cc1 (stereo unspecified),-1%,5%,1%,3,-15,-8%,4%,2%,-2%,4,28%
CC(C)c1ccccc1NS(C)(=O)=O,-3%,0%,-12%,-5,nt,1%,-12%,nt,-4%,nt,-15%
Cc1c(C(=O)OCCOc2ccccc2)[nH]c2c1C(=O)CCC2,4.5µM*,?,?,-2,-10,0.95µM*,?,-3%,-20%,-7,?
Cc1ccc(-c2nnn(CC(=O)N(c3cccc(F)c3)C(C(=O)NC(C)(C)C)c3ccco3)n2)o1 (stereo unspecified),-4%,0%,-3%,0,5,-1%,0%,2%,9%,-3,0%
CCCSc1nc2c(c(=O)[nH]c(=O)n2C)n1Cc1ccc(C)cc1,-4%,7%,6%,3,-1,6%,-1%,-5%,0%,1,-15%[10 µM]
Cc1ccc(C23CC4CC(CC(C(=O)N5CCN(C)CC5)(C4)C2)C3)cc1,-5%,-3%,-3%,1,-2,0%,0%,-14%,-4%,10,-2%
CCC1Oc2ccc(C)cc2N(CC(=O)NC2CCCCC2)C1=O (stereo unspecified),0%,-1%,3%,-2,-33,-1%,6%,-2%,0%,21,-20%
CC1CCCC(C)N1C(=O)CSc1nc2c(c(=O)n(C)c(=O)n2C)n1C (stereo unspecified),-5%,-4%,-10%,1,1,-1%,-12%,1%,-2%,-7,-4%
C=CCOc1c(Br)cc(/C=N/NC(N)=O)cc1OC,-5%,12%,0%,-17,-4,-16%,-3%,6%,1%,-9,15%
CCOc1cc(N2CCOCC2)c(OCC)cc1NC(=O)c1cc(S(=O)(=O)N2CCOCC2)ccc1C,nt,-2%,nt,nt,-30,nt,nt,-3%,1%,-11,nt
FC(F)(F)c1ccccc1-n1ccnc1,1%[46.1 µM],-4%,-3%[46.1 µM],-3&0,6,6%,3%&0%&2%,7%,-1%,33[activator],-19%&-39%&-15%
O=C(Nc1ccc2c(c1)OCO2)C1CCCCN1S(=O)(=O)c1ccc(F)cc1 (stereo unspecified),-5%,0%,2%,3,16,-14%,-2%,8%,-1%,-10,25%
CCOC(=O)CSc1nnc(CSc2nc3sc4c(c3c(=O)[nH]2)CCC4)n1C,-7%,1%,-1%,0,5,-1%,-2%,-3%,-5%,-10,-2%
C[C@H](O)c1[nH]c2cc(F)ccc2c1[C@H](C)O,-3%,-2%,3%,-1,-6,4%,2%,1%,-7%,-7,10%
O=C(NC(=O)c1cccc(F)c1)Nc1nc(-c2ccc(F)cc2)cc(C(F)(F)F)n1,-8%,1%,-4%,3,-10,0%,-3%,-19%,2%,5,23%
Cc1nn2c(-c3ccccc3)nnc2c2ccccc12,?,?,?,3,4,19µM*,11%,-2%,9%,-8,11%

# Two of these compounds, set out differently.
# Results follow in this order: NPC1 prom act	ELG1 genotoxic	Rab9 promoter act	FBPA coupling cs	KCNH2 3.1 block	FLuc modulator	VP16 counter	uPA surface inh	Tb PFK block	Giardia killer	RORgamma inh
- Cc1ccc(C23CC4CC(CC(C(=O)N5CCN(C)CC5)(C4)C2)C3)cc1
 : -5%	-3%	-3%	1	-2	0%	0%	-14%	-4%	10	-2%
- CCC1Oc2ccc(C)cc2N(CC(=O)NC2CCCCC2)C1=O (stereo unspecified)
 : 0%	-1%	3%	-2	-33	-1%	6%	-2%	0%	21	-20%

# Given with tabs: 9 of the compounds above
smiles	NPC1 prom act	ELG1 genotoxic	Rab9 promoter act	FBPA coupling cs	KCNH2 3.1 block	FLuc modulator	VP16 counter	uPA surface inh	Tb PFK block	Giardia killer	RORgamma inh
CC1CCCC(C)N1C(=O)CSc1nc2c(c(=O)n(C)c(=O)n2C)n1C (stereo unspecified)	-5%	-4%	-10%	1	1	-1%	-12%	1%	-2%	-7	-4%
C=CCOc1c(Br)cc(/C=N/NC(N)=O)cc1OC	-5%	12%	0%	-17	-4	-16%	-3%	6%	1%	-9	15%
CCOc1cc(N2CCOCC2)c(OCC)cc1NC(=O)c1cc(S(=O)(=O)N2CCOCC2)ccc1C	nt	-2%	nt	nt	-30	nt	nt	-3%	1%	-11	nt
FC(F)(F)c1ccccc1-n1ccnc1	1%[46.1 µM]	-4%	-3%[46.1 µM]	-3&0	6	6%	3%&0%&2%	7%	-1%	33[activator]	-19%&-39%&-15%
O=C(Nc1ccc2c(c1)OCO2)C1CCCCN1S(=O)(=O)c1ccc(F)cc1 (stereo unspecified)	-5%	0%	2%	3	16	-14%	-2%	8%	-1%	-10	25%
CCOC(=O)CSc1nnc(CSc2nc3sc4c(c3c(=O)[nH]2)CCC4)n1C	-7%	1%	-1%	0	5	-1%	-2%	-3%	-5%	-10	-2%
C[C@H](O)c1[nH]c2cc(F)ccc2c1[C@H](C)O	-3%	-2%	3%	-1	-6	4%	2%	1%	-7%	-7	10%
O=C(NC(=O)c1cccc(F)c1)Nc1nc(-c2ccc(F)cc2)cc(C(F)(F)F)n1	-8%	1%	-4%	3	-10	0%	-3%	-19%	2%	5	23%
Cc1nn2c(-c3ccccc3)nnc2c2ccccc12	?	?	?	3	4	19µM*	11%	-2%	9%	-8	11%

# New compounds follow.
SMILES,NPC1 prom act,ELG1 genotoxic,Rab9 promoter act,FBPA coupling cs,KCNH2 3.1 block,FLuc modulator,VP16 counter,uPA surface inh,Tb PFK block,Giardia killer,RORgamma inh
CCCNc1c(NC(=O)c2cccs2)c(=O)oc2ccccc12,-1%,0%,-3%,nt,5,-3%,6%,11%,0%,38[activator],6%
CN1CCCN(C(=O)/C=C/c2ccc(F)cc2)CC1,-4%,3%,1%,2,-2,5%,2%,-11%,-1%,-1,-7%
CCOc1ccc(CC(=O)Nc2ccc(NC(=O)c3ccco3)cc2)cc1OCC,-4%,4%,1%,2,-5,-1%,14%,8%,8%,0,6%
O=C(C1=C[C@H](c2ccc(C(F)(F)F)cc2)C[C@H](OCc2ccc(CO)cc2)O1)N1CCOCC1,1%,-1%,0%,2,-6,0%,-1%,9%,5%,-7,27%
CCN(c1cccc(C(F)(F)F)c1)S(=O)(=O)c1ccc2c(c1)CCN2C(C)=O,-7%,-6%,-5%,0,12,13%,-27%,-2%,6%,5,-3%
c1cc2c(c(NCc3ccncc3)c1)CCCC2,9%,2%,-3%,-6,7,-4%,?,3%,19%,5,-86%
O=[N+]([O-])c1ccc(Cl)c(/C=N/Nc2nc(N3CCOCC3)nc(N3CCOCC3)n2)c1,6%,3%,4%,2,-20,2%,-12%,3%,1%,0,-43%
C=CCOc1ccc(C2CC(C)=NN2c2ccccc2)cc1 (stereo unspecified),-1%,-2%,-2%,2,-10,0%,3%,1%,1%,-12,-1%
